# C-LANA FP: blocks KSHV LANA C-terminal domain binding to DNA | 0.078% of 340,000 active | inhibition, % at 9 µM | MBP-C-LANA/FAM-LBS DNA binding, fluorescence polarization;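 active means highest replicate inhibition at or above 60% at 9 µM, even if other replicates fall short; inactive means all replicates below 60% inhibition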;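 further: 0% = neutral control wells and 100% = 4 µM acridine orange control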
# RTF Ca sens act: increases calcium sensitivity of human cardiac regulated thin filaments. IANBD-labeled TnC RTF fluorescence at EC20 calcium; 0% EC20 calcium, 100% full calcium. activation, % at 7.2 µM. 0.24% of 340,000 active. AID 493008;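 active means activation above the mean over all tested compounds plus 3 SD, cut at about 30% in these data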;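 further: rise in fluorescence read as greater calcium sensitivity of cardiac thin filaments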
# Arr AP2 block: blocks beta-arrestin peptide binding to AP2 adaptin; 0.31% of 340,000 active; inhibition, % at 10 µM; AID 504490; FITC-arrestin peptide / GST-AP2 beads, flow cytometry; AP2 beta2 appendage carries R879A mutation;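 active means inhibition above a set limit, near 3 SD of compounds lacking own fluorescence, cut at about 54% in these data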;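 further: plate controls were DMSO wells for no effect and 5 µM unlabelled arrestin peptide for full effect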
#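 test system = AP2 appendage R879A on GSH beads | buffer or medium = PBS plus Tween 20 (0.05%) and BSA (0.1%) | incubation = 12 min plus 1 h, RT | detection = bead flow cytometry, FITC channel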
# Keap1-Nrf2 PPI: disrupts human Keap1 binding to Nrf2 peptide; Q14145; Keap1 Kelch-Nrf2 peptide fluorescence polarization, 1536-well; inhibition, % at 9.4 µM; 0.15% of 340,000 active; AID 504523; in the data active means inhibition above about 12%; inconclusive means no clear call, values can overlap the other calls; inactive means below about 7.3%;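 further: human Keap1 Kelch domain with fluorescein labeled Nrf2 9mer peptide probe; 0% = neutral control wells and 100% = peptide positive control; higher means more block of Keap1 binding to Nrf2 peptide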
# OPRM1-OPRD1 inv: inverse agonists of human mu-delta opioid receptor heterodimerization; P35372+P41143; cell-based MOR-DOR heterodimer luminescence, inverse agonism; inhibition, % at 9.3 µM; 0.21% of 340,000 active; AID 504357; in the data active means inhibition above about 22%, passing the limit was not always enough;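 further: 0% = cells with DMSO and 100% = wells without cells with DMSO; values of inactives mirror those of a sister screen read the other way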
# Target sequence (P35372 whole entry, looked up): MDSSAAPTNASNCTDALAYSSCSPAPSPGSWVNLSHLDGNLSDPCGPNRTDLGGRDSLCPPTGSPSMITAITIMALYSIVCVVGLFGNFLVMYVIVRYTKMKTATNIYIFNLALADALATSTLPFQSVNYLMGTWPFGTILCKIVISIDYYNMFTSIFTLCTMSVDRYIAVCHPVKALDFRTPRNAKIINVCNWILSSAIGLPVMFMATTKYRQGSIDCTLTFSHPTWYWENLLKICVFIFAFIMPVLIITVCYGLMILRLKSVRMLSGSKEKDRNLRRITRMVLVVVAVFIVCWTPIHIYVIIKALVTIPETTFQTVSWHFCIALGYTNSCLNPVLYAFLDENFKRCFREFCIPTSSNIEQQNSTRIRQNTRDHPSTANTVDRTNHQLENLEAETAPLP
# Target sequence (P41143 whole entry, looked up): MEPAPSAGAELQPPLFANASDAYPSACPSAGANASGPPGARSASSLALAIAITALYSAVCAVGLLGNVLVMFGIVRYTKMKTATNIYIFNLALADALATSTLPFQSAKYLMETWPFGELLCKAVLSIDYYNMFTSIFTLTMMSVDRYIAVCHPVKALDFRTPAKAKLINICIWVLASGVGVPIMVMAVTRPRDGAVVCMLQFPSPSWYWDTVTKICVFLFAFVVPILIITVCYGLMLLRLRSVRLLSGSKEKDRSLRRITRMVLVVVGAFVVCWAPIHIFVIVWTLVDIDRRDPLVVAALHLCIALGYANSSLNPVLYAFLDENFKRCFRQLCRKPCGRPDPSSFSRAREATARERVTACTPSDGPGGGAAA
# DSG3 Ab inh: human desmoglein-3 autoantibody binding inhibition; DSG3-coupled beads, scFv-anti-DSG3-GFP binding, flow cytometry; stronger effect = lower value; 0.48% of 310,000 active; P32926; binding (percent of control), % at 10 µM;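 active means binding more than 3 SD below its plate's average and above zero; inconclusive means below that plate limit but binding exactly zero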;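 further: hits lower antibody fragment binding to DSG3; some compounds called inactive have numbers as strong as hits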
# V-ATPase pH: regulators of yeast V-ATPase proton transport; S. cerevisiae, pHLuorin cytosolic pH fluorescence; AID 504577; response, % at 10 µM; 0.37% of 350,000 active; in the data active means response mostly above about 7.3%, no sharp cut-off; inactive means mostly below about 5.4%; further: actives read high; inactives centre near 0; some compounds called inactive have numbers as strong as hits; reference of the scale not given here
# MOR-DOR ag: agonists of human mu-delta opioid receptor heterodimerization; cells, OPRM1-OPRD1 heterodimerization, luminescence; activation, % at 9.3 µM; 0.3% of 340,000 active; in the data active means activation above about 18%;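 further: 0% = vehicle-treated cells and 100% = reference agonist; values of inactives mirror those of a sister screen read the other way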
# Cardiac RTF inh: cardiac RTF calcium desensitization. P19429+P45379. IANBD-labeled cardiac RTF, Ca2+ fluorescence. inhibition, % at 7.15 µM. 0.12% of 340,000 active;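 active means inhibition above the mean inhibition of all tested compounds plus 3 SD, cut at about 17% in these data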;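 further: assay run at fixed EC70 calcium of 1.6 mM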
# Wnt act: activates Wnt/beta-catenin signaling in a reporter cell assay. activator, plate reader. activation, % at 9.35 µM. 1.2% of 300,000 active; in the data active means activation above about 30%, passing the limit was not always enough; inconclusive means no clear call, values can overlap the other calls;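 further: 0% = neutral control wells and 100% = positive control wells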
# Active calls of the source: *; ? = inconclusive; . = no result given. This is a random part of the collection. Share with any hit: about 3.1%.
SMILES,C-LANA FP,RTF Ca sens act,Arr AP2 block,Keap1-Nrf2 PPI,OPRM1-OPRD1 inv,DSG3 Ab inh,V-ATPase pH,MOR-DOR ag,Cardiac RTF inh,Wnt act
O=C(COc1ncnc2ccccc12)Nc1cccc([N+](=O)[O-])c1,-1.0,3,-12,-4,-4,105,4,0.8,-21,-2
COc1cc(C(=O)O)cc(OC)c1OCc1cc(C(=O)O)oc1C,1.7,-7,0,-3,12,108,0,-2.2,7,.
Cc1cccc(C)c1OCC(=O)NCc1ccccc1,1.7,-5,10,4,14,.,-2,-2.9,-4,-4
CC(C)(C)c1ccc(-c2cc(-c3ccccc3O)[nH]n2)cc1,0.0,-1,9,0,-23,113,0,4.5,-2,-2
Cc1c(-c2ccccc2)nc2ccccc2c1C(=O)NCc1cccs1,-2.1,-6,11,-3,-1,94,0,0.2,-5,4
CC(C)(NO)/C(=N\O)c1ccc(Cl)cc1,1.0,3,1,-4,-2,114,-3,0.3,-5,.
CCC(C)(O)C(=O)N[C@H]1CCCN1C(=O)/C=C/c1ccccc1 (some centres undefined),1.3,13,1,-4,3,95,2,-0.6,-2,0
COc1ccc(-c2noc(CN3CCC(Cc4ccccc4)CC3)n2)cc1,-1.0,2,-3,-3,1,101,1,-0.2,0,0
COC(=O)[C@H](CCSC)NC(=O)Nc1ccc(C)cc1C,2.8,2,-13,1,18,122,-2,-3.9,-3,-4
CC(C)C[C@H](NC(=O)C1CC(=O)N(c2ccc3c(c2)OCO3)C1)C(=O)NC1CCCCC1 (some centres undefined),0.3,0,7,0,8,99,1,-1.6,7,-2
CC(C)OC(=O)CSc1nc2ccccc2s1,0.5,2,0,0,-1,.,-2,0.1,3,.
CCCN1C2CCCC1CC(NC(=O)Nc1cccc(C(C)=O)c1)C2 (centres undefined),-0.5,3,8,-1,1,106,0,-0.2,-4,2

# Filtered by structure: the entries above with sulfur
SMILES,C-LANA FP,RTF Ca sens act,Arr AP2 block,Keap1-Nrf2 PPI,OPRM1-OPRD1 inv,DSG3 Ab inh,V-ATPase pH,MOR-DOR ag,Cardiac RTF inh,Wnt act
Cc1c(-c2ccccc2)nc2ccccc2c1C(=O)NCc1cccs1,-2.1,-6,11,-3,-1,94,0,0.2,-5,4
COC(=O)[C@H](CCSC)NC(=O)Nc1ccc(C)cc1C,2.8,2,-13,1,18,122,-2,-3.9,-3,-4
CC(C)OC(=O)CSc1nc2ccccc2s1,0.5,2,0,0,-1,.,-2,0.1,3,.

# Continuation.
SMILES,C-LANA FP,RTF Ca sens act,Arr AP2 block,Keap1-Nrf2 PPI,OPRM1-OPRD1 inv,DSG3 Ab inh,V-ATPase pH,MOR-DOR ag,Cardiac RTF inh,Wnt act
CNC(=O)c1ccc(Nc2nc(-c3ccccc3)nc3ccccc23)cc1,1.5,-2,24,-6,3,108,0,-0.6,-9,3
CCCn1nnc(NC(=O)c2ccc(-c3cccc(Cl)c3)o2)n1,-0.9,7,4,-6,-19,.,-1,3.1,-18,3
C=CCn1c(SCCOc2ccc(OC)cc2)nnc1C(C)NC(=O)c1ccc(OC)cc1 (centres undefined),-0.6,3,18,-3,7,94,-2,-1.3,-5,.
CN1CCC(N(C)C(=O)c2cccc(S(=O)(=O)N3CCOCC3)c2)CC1,0.0,-2,24,-1,5,109,-1,-1.3,-6,-3
CCOc1cc(N2CCOCC2)c(OCC)cc1NC(=O)c1ccc(OCc2c(C)noc2C)c(OC)c1,-2.0,0,-5,-5,13,97,0,-2.1,4,-3
Cc1cc(C)cc(NC(=O)C2CCN(S(=O)(=O)c3c(C)n[nH]c3C)CC2)c1,-0.2,0,32,0,9,99,7,-2.0,-2,.
Cc1ccc(C(c2cc(Br)ccc2O)N2CCSCC2)cc1 (centres undefined),-2.6,8,-2,-2,-18,101,-4,3.1,6,0
COc1ccc([N+](=O)[O-])cc1NC(=O)Cc1noc2ccc(C)cc12,2.5,5,-20,-3,-16,102,0,3.5,-8,-2
COC(=O)[C@@H]1CCCN1C(=O)c1cc(COc2cccc3cccnc23)on1,-0.4,-1,0,-4,1,115,6,-0.2,-2,-1
OCCNc1c2ccccc2nc2ccccc12,-1.3,3,10,0,-6,100,-1,1.1,-11,5
COc1ccc(NC(=O)c2cccnc2)c(OC)c1,-0.2,0,16,3,-4,98,-1,0.8,-6,.
COc1cc(C(=S)N2CCN(c3ccccc3Cl)CC2)cc(O)c1O,1.1,10,5,-5,-45,88,6,8.4,-1,-4
Cc1cc(C)cc(Oc2ccc(C(F)(F)F)cc2C#N)c1,-2.4,-1,-2,-1,-21,115,1,4.5,-2,-1
CNc1c([N+](=O)[O-])cnn1-c1ccccc1Cl,2.5,-4,1,3,8,103,-2,-1.6,-1,6
Cc1sc(NC(=O)c2cccs2)c(C(=O)OC(C)C)c1C,2.0,-5,-3,-2,-29,100,2,5.3,-26,-6
Oc1[nH]c2ccccc2c1N=NC(=S)NCC1CCCO1 (centres undefined),1.8,-3,4,-4,21,102,0,-3.5,-7,-1
NC(c1ccccc1)c1ccncc1 (centres undefined),-1.2,-2,-3,-5,14,118,-2,-3.0,-3,0
CS(=O)(=O)N1CCN(C2C3CC4CC(C3)CC2C4)CC1 (centres undefined),0.6,0,22,-1,-4,101,-3,0.7,5,-3
CCC(OC(=O)CN1C(=O)c2ccccc2C1=O)C(=O)NC1CCCC1 (centres undefined),0.6,3,2,0,7,106,6,-1.3,-4,-2
Cc1ccc(Nc2nnc(SCC(=O)c3c(N)n(C4CC4)c(=O)[nH]c3=O)s2)cc1C,-1.0,7,22,3,7,99,1,-1.4,2,14
CN1CCN(c2nc3ccccc3nc2NS(=O)(=O)c2ccc(Br)cc2)CC1,12,-6,11,4,6,125,-4,-1.1,0,-3
CC(C)(Oc1ccc(CCNC(=O)c2ccc(-c3ccccc3)o2)cc1)C(=O)O,-1.0,6,-4,3,18,83,1,-3.3,-7,1
COc1cccc(C(=O)OCC(=O)Nc2cc(C)on2)c1OC,4.4,1,-6,1,9,124,0,-1.8,-1,-5
COc1cc(OC)c2ccc(=O)oc2c1C(CCN1CCOCC1)c1ccc2c(c1)OCO2 (centres undefined),-0.6,1,-6,2,19,100,0,-3.9,-5,-1
C[C@H](CO)N1C[C@H](C)[C@@H](CN(C)S(=O)(=O)c2ccccc2)Oc2c(NC(=O)Nc3ccc(C(F)(F)F)cc3)cccc2C1=O,3.3,-3,-8,2,15,92,0,-2.7,-11,-5
O=Cc1cn[nH]c1-c1ccccc1,-1.8,8,-2,-2,-1,99,-2,0.2,-12,0
O=C(O)c1ccc(CN2C(=O)c3ccc(Oc4ccc([N+](=O)[O-])cc4)cc3C2=O)cc1,-2.3,-1,20,4,-1,112,-1,0.2,1,0
Cc1nc(N2CCC(C)CC2)c2oc3ccccc3c2n1,0.1,1,28,0,-7,103,4,1.2,4,.
Nc1ccc(N=Nc2ccc(N)cc2)cc1,-1.2,4,-4,-2,8,110,-1,-1.6,3,16
CCOc1ccc([C@@H]2CC=C(C(=O)O)[C@H](c3cccc(Cl)c3)N2S(=O)(=O)c2ccc(C)cc2)cc1,-0.4,-1,4,-5,7,103,1,-1.2,8,-1
COc1ccc(CNC(=O)CCC(=O)c2ccc(F)cc2)cc1OC,0.9,-2,1,-8,11,94,-3,-2.5,-6,-6
CN(C(=O)COC(=O)c1ccc(Cl)cc1N)C1CCS(=O)(=O)C1 (centres undefined),-0.3,-3,-27,0,5,96,11*,-1.0,-22,.
COc1cccc(/C=N/Nc2ccc(S(=O)(=O)Nc3ccccc3C(=O)O)cc2[N+](=O)[O-])c1O,0.8,-4,8,?,5,95,-3,-1.2,0,-4
COc1ccc(C2=COc3ccccc3C(=O)N2)cc1,-3.5,7,1,-3,0,113,3,0.0,0,1
Cc1cc(C)cc(OCc2nnc(SCC(=O)N3CCN(c4ccccc4)CC3)o2)c1,0.3,-5,20,-5,-23,99,1,5.0,-1,.
O=S1(=O)N=C(N(CCO)/N=C/c2ccc(Br)cc2)c2ccccc21,-1.3,1,1,0,-3,98,-5,0.6,-10,0
COc1ccc(N2CCOCC2)c(NC(=O)c2cccnc2)c1,-1.1,-2,19,2,10,98,-4,-1.9,-2,-2
CN(C)CCN(C(=O)c1ccc2c(c1)CCCC2)c1nc2cc3c(cc2s1)OCCO3,2.8,-1,12,1,-15,105,-5,4.6,-6,5
COc1ccc(C2=Nc3ccc(Br)cc3C(c3ccccc3)N2CC(=O)NN)cc1 (centres undefined),-1.9,3,-8,-2,-13,107,-1,2.5,1,19
Cc1cc(C(=O)NC2CCCC(C)C2C)c2ccccc2n1 (centres undefined),-0.4,4,-9,-4,6,.,4,-1.1,-8,0
COc1ccc(C2(CN(C(C)=O)C(C)=O)CCCC2)cc1OC,1.1,6,-2,-6,16,106,2,-2.9,-1,.
CCOC(=O)N1CCC(N2Cc3cccc(C(=O)NCc4ccc5c(c4)OCO5)c3C2=O)CC1,-0.4,2,-1,1,11,112,-4,-2.1,10,0
CC(C)N(Cc1nnc(-c2ccc(Cl)cc2)o1)C(=O)c1cc2ccccc2o1,-0.2,-1,-4,-5,-9,.,3,2.2,3,1
Cn1ncc([N+](=O)[O-])c1C(=O)Nc1ccc(-c2ccccc2)cc1,-1.5,0,0,-7,-7,119,1,1.4,-5,1
COc1cc(-c2noc(C)c2C(=O)NCC[C@@H]2CCCN2C)cc(OC)c1OC,0.1,8,11,-3,15,108,3,-3.3,-4,-1
CN(CCNC(=O)Cn1c(=O)sc2ccccc21)Cc1ccccc1,-1.0,4,26,-2,3,114,2,-0.6,2,-2
CSCc1ccc(C(=O)NC(C)c2ccc(-n3ccnc3)cc2)cc1 (centres undefined),0.6,3,9,2,10,102,-1,-1.4,3,0
COc1ccc(C)c2sc(N(CCCN(C)C)C(=O)c3ccc(S(=O)(=O)N4CCc5ccccc5C4)cc3)nc12,0.9,-17,-10,3,-148,98,-5,30*,-4,0
COc1cc(C(=O)NCc2nnc(SCC(=O)NCCc3ccccc3)o2)cc(OC)c1OC,1.7,2,-3,-4,5,101,4,-1.0,-6,-1
C#CCN1C(=O)S/C(=C/c2cc(C)n(CC)c2C)C1=O,0.0,5,4,4,6,98,1,-1.0,-1,.
Cc1ccccc1-c1nnn(Cc2ccc(F)cc2Cl)n1,-3.4,-4,-11,-5,-22,109,-1,5.0,0,5
Cc1nc([N+](=O)[O-])cn1CC(=O)Nc1ccc([N+](=O)[O-])cc1,0.5,-5,4,-1,6,114,-1,-1.2,-1,-3
COc1ccc(OC)c(NC(=O)c2ccc(-n3cccn3)nc2)c1,0.0,1,-10,-1,6,100,0,-1.3,0,-1
Cc1ccc(C(C)C)c(OCC(=O)N/N=C/C2CCCCC2)c1,-0.4,5,-30,-4,-25,104,2,4.8,9,-1
CC(C)(C)CC(C)(C)n1nnnc1N,1.0,-1,-12,0,-1,114,5,0.1,-5,-1
Cc1ccc(S(=O)(=O)/N=C(/Nc2c(C)n(C)n(-c3ccccc3)c2=O)c2ccc(Cl)cc2)cc1,3.8,-1,1,-1,13,101,-2,-2.5,-3,.

# Bioassay records (PubChem BioAssay)
